OX1R antag = human HCRTR1 antagonism; inhibition, % at 5 µM; CHO/OX1R cells, Fluo-8 calcium fluorescence, orexin A; hit rate 0.43% among 330,000; O43613;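 active means inhibition above its plate's threshold, mean inhibition of all tested compounds on the plate plus 3 SD, cut at about 37% in these data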;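 further: 0% = orexin A challenge wells and 100% = SB-334867-A antagonist wells; not every result past the cut was called active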
Target sequence (O43613 whole entry, looked up): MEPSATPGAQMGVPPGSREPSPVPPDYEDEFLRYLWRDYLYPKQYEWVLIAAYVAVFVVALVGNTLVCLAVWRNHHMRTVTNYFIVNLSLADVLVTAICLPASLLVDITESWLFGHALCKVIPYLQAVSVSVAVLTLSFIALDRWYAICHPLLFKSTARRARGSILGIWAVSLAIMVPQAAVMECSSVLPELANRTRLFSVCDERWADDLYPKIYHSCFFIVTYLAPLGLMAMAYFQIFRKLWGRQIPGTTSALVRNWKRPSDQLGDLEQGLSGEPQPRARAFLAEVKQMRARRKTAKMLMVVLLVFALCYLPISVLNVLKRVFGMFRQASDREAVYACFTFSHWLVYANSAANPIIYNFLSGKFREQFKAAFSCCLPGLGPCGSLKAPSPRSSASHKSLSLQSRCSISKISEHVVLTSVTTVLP
CHT allo act = allosteric activators of human choline transporter CHT; CHT-expressing cells, membrane potential dye, choline EC20; active compounds read high; LV-AA mutant CHT in HEK293 cells; B-score at 10 µM; Q9GZV3; hit rate 0.49% among 310,000;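 active means initial fluorescence not abnormally high and integrated response B-score, plate-corrected, over 3 SD above library mean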
Target sequence (Q9GZV3 whole entry, looked up): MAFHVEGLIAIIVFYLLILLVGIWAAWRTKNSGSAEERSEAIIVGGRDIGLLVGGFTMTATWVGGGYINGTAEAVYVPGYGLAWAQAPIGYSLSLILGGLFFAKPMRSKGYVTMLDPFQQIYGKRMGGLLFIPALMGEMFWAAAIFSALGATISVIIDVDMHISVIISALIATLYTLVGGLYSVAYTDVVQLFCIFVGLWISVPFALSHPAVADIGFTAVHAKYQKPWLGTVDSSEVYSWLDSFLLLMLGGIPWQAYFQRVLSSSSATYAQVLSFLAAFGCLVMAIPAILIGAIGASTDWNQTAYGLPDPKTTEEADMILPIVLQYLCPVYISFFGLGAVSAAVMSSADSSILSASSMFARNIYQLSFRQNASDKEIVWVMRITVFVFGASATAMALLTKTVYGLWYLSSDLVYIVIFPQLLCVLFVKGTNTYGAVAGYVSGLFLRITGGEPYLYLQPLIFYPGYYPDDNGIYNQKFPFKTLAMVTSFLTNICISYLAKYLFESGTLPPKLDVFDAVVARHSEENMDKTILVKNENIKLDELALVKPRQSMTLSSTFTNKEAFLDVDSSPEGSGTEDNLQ
Active calls of the source: *; i = inactive; / = not tested or not shown.

Compound | OX1R antag | CHT allo act
CCC(C)(C)C1CCc2[nH]nc(C(=O)NCc3ccc(OC)cc3)c2C1 (stereo not given) | -25.7 | i
S=c1[nH]nc(-c2ccc(Cl)cc2Cl)n1-c1ccccc1 | -18.9 | i
CN(C)c1cccc(NC(=O)c2cccc3ccccc23)c1 | -18.1 | i
COc1c(C(=O)Nc2ccccc2N2CCOCC2)cc2ccccc2c1Br | -51.2 | i
CC(Oc1ccc2ccc(=O)oc2c1)C(=O)NCCCn1ccnc1 (stereo not given) | 1.5 | i
Cn1cc(CN2CCN(Cc3cccnc3)CC2)c(-c2ccc3c(c2)OCCO3)n1 | -23.2 | i
CCOC(=O)[C@@H]1[C@H]2COc3ccc(Br)cc3[C@H]2N2C(=O)N(c3ccc(Br)cc3)C(=O)[C@]12C | -24.6 | i
O=C(COc1ccccc1-c1ccccc1)N/N=C/c1ccc2ccccc2c1 | 7.0 | i
Cc1ccc(NC(=O)CSc2nc3ncc(Br)cc3[nH]2)cc1C | -9.4 | i
CCC(=O)N1CCc2cc(S(=O)(=O)CCC(=O)NCCc3ccccc3)ccc21 | -14.9 | i
O=C(CSc1nnc2ccc(-c3ccccn3)nn12)NCCc1ccccc1 | -20.8 | i
O=C(NCCNC(=O)c1ccccc1F)c1ccco1 | -8.0 | i
O=C(CCC(=O)OCc1ccc(Cl)cc1)Nc1ccccc1 | -9.1 | i
COc1ccc(C(=O)NCC(=O)N/N=C/C(C)=C/c2ccccc2)cc1OC | -20.5 | i
Cc1c(N2C(=O)c3cccc4cccc(c34)C2=O)cnn1C | -19.3 | i
COC(=O)c1cc(C)sc1NC(=O)CCc1ccccc1 | -36.1 | i
C/C(=N/NC(=O)CNC(=O)c1ccc2c(c1)OCO2)c1ccc2c(c1)CCCC2 | -21.4 | i
CCOC(=O)c1c(N)nn(C(C)=O)c1-c1ccccc1 | -12.9 | i
O=C1[C@@H](c2ccccc2)[C@@H](c2ccccc2)N1c1cccnc1 | 42.8 | /
O=C(CN1C(=O)NC2(CCOc3ccccc32)C1=O)N1CCCCC1 (stereo not given) | -7.4 | /
Cc1ccc(S(=O)(=O)NCC(=O)NCC(=O)OCC(=O)N2CC(=O)Nc3ccccc32)cc1C | -3.6 | i
Cc1cc2nc(CCN(C(=S)NCC3CCCO3)C3CCCC3)[nH]c2cc1C (stereo not given) | -29.3 | i
COc1cc2c(cc1OC)CN(C(=O)c1ccc(N3CCCC3)c([N+](=O)[O-])c1)CC2 | -40.7 | i
CC(=O)C12CCCCC1CC1C3CC(C)C4(O)CC(=O)CCC4(C)C3CCC12C (stereo not given) | -3.5 | i
CCOC(=O)C1CCN(Cc2cnc(NC(=O)OC)s2)CC1 | -10.5 | i
CCOC(=O)N1CCN(CC(O)COc2c(OC)cccc2OC)CC1 (stereo not given) | -9.3 | i
Cc1ccccc1CC1(CO)CCCN(Cc2cn[nH]c2-c2ccccc2)C1 (stereo not given) | -24.8 | i
Cc1cc(C)cc(OCC(=O)NCc2nc(-c3ccccc3)no2)c1 | -5.3 | i
Cc1nc(SCC(=O)Nc2nc3ccccc3s2)c(C#N)c(C)c1C | -16.8 | i
O=C(COC(=O)CCOc1ccccc1)NCCc1ccccc1 | -16.0 | i
OCCCn1c(-c2ccccc2)n[nH]c1=S | -9.8 | i
Cc1ccc2c(c1)sc(C)[n+]2CCCS(=O)(=O)[O-] | -6.1 | i
COCCN(C(=O)C(=O)NC1CCCC1)C(C(=O)NC1CCCC1)c1ccccc1F (stereo not given) | -30.3 | i
O=C(Nc1sc2c(c1C(=O)NCC(O)CO)CCCC2)c1ccccc1 (stereo not given) | -8.1 | i
O=C(Nc1ccc(Oc2c(F)c(F)c(F)c(F)c2F)cc1)OC1CCN2Cc3ccccc3N=C12 (stereo not given) | -23.6 | i
O=C(CNC(=O)c1cccc(F)c1)OCc1cc(=O)n2cc(Br)ccc2n1 | -36.1 | i
CCOC(=O)N1CCN(C(=O)COc2ccc3c(c2)C(=O)CC2(CCN(C(C)=O)CC2)O3)CC1 | -13.1 | i
Cc1cc(=O)oc2cc(OCC(=O)OCC(=O)Nc3ccccc3C(C)C)ccc12 | -29.4 | i
N#CCC(=O)N/N=C/c1ccc(OCC(=O)Nc2ccc(F)cc2)cc1 | 0.7 | i
Cc1ccc2cc(/C=N/NC(=O)c3ccc(F)cc3)c(Cl)nc2c1 | -16.2 | i
Oc1c(C(c2ccccn2)N2CCOCC2)ccc2cccnc12 (stereo not given) | 0.2 | i
CC(CCc1ccccc1)NC(=O)c1ccc(NC(=O)c2ccc(Cl)cc2Cl)cc1 (stereo not given) | -19.6 | i
CCOCCCNC(=S)Nc1ccc2nc(N3CCCC3)cc(C)c2c1 | -12.8 | i
O=C(NCCCNC(=O)c1ccccn1)c1ccccn1 | 0.1 | i
O=C1N/C(=N/S(=O)(=O)Cc2ccccc2)S/C1=C/c1ccc2c(c1)OCO2 | -14.6 | i
O=C(CNc1cc([N+](=O)[O-])ccc1NCCO)Nc1cccc(S(=O)(=O)N2CCCCC2)c1 | -4.7 | /
FC(F)(F)c1cccc(N2CCc3cn[nH]c32)c1 | -4.5 | i
N#Cc1ccccc1OCC(=O)NNC(=O)c1ccncc1 | 0.7 | /
OC1CCCN(CC(O)COc2ccc(-c3ccccc3)cc2)C1 (stereo not given) | -2.4 | i
CC(C)COP(=O)(c1ccc(N(C)C)cc1)C(O)c1ccccc1 (stereo not given) | -11.8 | i

Remaining list, next part.
Compound | OX1R antag | CHT allo act
COc1cccc(-c2nc(-c3ccccc3)nc(N3CCN(C)CC3)c2C#N)c1 | -21.4 | i
CN(C)C(=O)CCc1ccc2c3c([nH]c2c1)[C@]1(CCC2CCCC2)[C@@H](C(=O)N2CCOCC2)C[C@H](CC(=O)NCC24CC5CC(CC(C5)C2)C4)C(=O)N1CC3 | 31.0 | /
CS(=O)CCC(NS(=O)(=O)c1ccccc1)C(=O)O (stereo not given) | 19.5 | i
Brc1cccc(C=Nc2cccc3ncccc23)c1 | -4.5 | i
O=C1Nc2ccccc2OC1CC(=O)N1CCN(c2cccc(C(F)(F)F)c2)CC1 (stereo not given) | 7.2 | i
CCCNC(=O)c1ccccc1NC(=O)c1cccc(-n2cnnn2)c1 | -15.2 | /
Cc1nnc(NC(=O)CSc2nnc(Cc3cccn3C)n2CCc2ccccc2)s1 | -12.4 | i
OCCOCCn1c(C2CCCN2c2nc(-c3ccc(F)cc3)cs2)nc2cc(C(F)(F)F)ccc21 (stereo not given) | -22.9 | i
O=C(O)C(CO)(c1ccccc1)c1ccccc1 | -14.4 | i
C[C@@H]1NC(=O)N(c2ccc(F)cc2)C1=O | / | i
O=C(Nc1ccccc1[N+](=O)[O-])c1cc(S(=O)(=O)Nc2ccccn2)ccc1Cl | -22.9 | i
CC(C)Oc1cccc(C2NC(=O)c3ccccc3O2)c1 (stereo not given) | -10.9 | i
Cc1ccc(N(C)S(=O)(=O)c2cccc(C(=O)NCC(c3ccco3)N3CCCC3)c2)cc1 (stereo not given) | -12.7 | /
CCOC(=O)c1sc(=S)n(-c2ccccc2)c1N | 7.0 | i
CCNC(=O)COC(=O)c1cc(-c2ccco2)nc2ccccc12 | -0.8 | i
O=C(NCc1ccc(Cl)cc1)c1ccc2c(=O)n(CC3CCCO3)c(=S)[nH]c2c1 (stereo not given) | -26.1 | i
CC(C)(Cc1nc2ccccc2[nH]1)C(=O)O | -6.4 | i
Cc1cc(Cl)ccc1NC(=S)NCCN1CCOCC1 | -10.8 | i
CCNC(=S)NNc1nnc(-c2ccccc2)c(-c2ccccc2)n1 | -28.6 | i
COc1ccc(CN2CCc3c([nH]c4ccccc34)C2)cc1Br | -22.4 | i
Cc1cc(=O)[nH]c(SCC(=O)Nc2cccc(C(F)(F)F)c2)n1 | -13.2 | i
O=C(Nc1sc2c(c1C(=O)O)CCC2)c1ccccc1Cl | -12.7 | i
O=C1C[C@H](NC(=O)OCc2ccccc2)CO1 | -9.6 | /
O=C(NCc1ccco1)c1ccc2c(c1)S(=O)(=O)c1ccccc1C2=O | -24.8 | 8.59*
O=C(O)CC(C(=O)Nc1cccc(C(F)(F)F)c1)C1CCCO1 (stereo not given) | 6.0 | i
COc1ccc(S(=O)(=O)N2CCN(c3cccc(C)c3C)CC2)cc1 | -15.6 | i
Cc1noc(C)c1S(=O)(=O)N(C)C[C@H]1Oc2c(NS(=O)(=O)c3cn(C)cn3)cccc2C(=O)N([C@H](C)CO)C[C@@H]1C | -14.3 | /
O=C(CSc1nc(C(F)(F)F)cc(=O)[nH]1)N1CCC(Cc2ccccc2)CC1 | -22.5 | i
Cc1csc(NC(=O)Cc2coc3cc(C)c(C(C)C)cc23)n1 | -15.1 | i
Cc1cccc(NC(=O)/C(C#N)=C/c2cn(CC(=O)NCc3ccco3)c3ccccc23)c1 | -7.8 | i
Cc1cc(=O)oc2c(C)c(OCC(=O)N3CCN(c4cccc(Cl)c4)CC3)ccc12 | 1.2 | i
O=C(Cc1ccc(-c2ccccc2)cc1)NNC(=S)NCc1ccco1 | -7.5 | i
CCc1nnc(NC(=O)CCC(=O)NC2CCCCCCC2)s1 | -9.9 | i
COc1ccc(C(=O)COC(=O)C2CCN(S(=O)(=O)c3cccc4cccnc34)CC2)cc1 | 4.2 | i
CS(=O)(=O)N(CC(=O)Nc1ccccc1C(=O)NCCc1ccccc1)c1ccc2c(c1)OCCO2 | 4.0 | i
CC(C)(C)NC(=O)C(c1ccncc1)N(C(=O)C1CSC(=O)C1)c1ccccc1 (stereo not given) | -23.9 | i
O=c1/c(=C/c2ccccn2)sc2nc3ccccc3n12 | -9.3 | i
Cc1ccccc1N(CC(=O)NCc1ccncc1)S(C)(=O)=O | -8.8 | i
CC(C)C1=CC(=NS(=O)(=O)c2cccc([N+](=O)[O-])c2)C=C(C(C)C)C1=O | -7.8 | i
COc1ccc(NC(=O)c2cc(-c3cc(C)cc(C)c3O)n[nH]2)cc1Cl | 7.8 | i
Cn1c2c(c(=O)n(C)c1=O)C(CC(=O)Nc1ccccc1)C(=O)N2 (stereo not given) | -8.2 | i
C=C1CCC[C@]2(C)C[C@H]3OC(=O)C(CNCCN(C)C)[C@H]3CC12 (stereo not given in full) | -10.9 | i
COc1ccc(NC(=O)Nc2ccc(C)cc2OC(F)F)cc1OC | -3.8 | i
Cc1cc(C)c(NC(=O)C(C)(C)C)c(Cl)c1 | -3.0 | i
O=C(Nc1ccccc1F)C1CCN(S(=O)(=O)c2cccc3nonc23)CC1 | -12.9 | i
O=C(c1ccco1)N1CCN(C(=O)c2cc3ccccc3oc2=O)CC1 | 0.5 | i
Cn1c(Cc2ccccc2)nnc1SCc1nc2ccccc2c(=O)[nH]1 | -10.2 | i
COc1ccc(NC(=O)CSCC(=O)N(C)Cc2cccc(OC)c2OC)cc1 | -28.1 | i
Cc1ccc(S(=O)(=O)N2CCN(C)CC2)c2nsnc12 | 8.7 | i
COc1ccc(-c2ccc(SCC(=O)c3ccc(F)cc3)nn2)cc1OC | -20.6 | i

(more compounds)
Values run as follows: OX1R antag | CHT allo act
- COc1ccc(N(Cc2cc3cccc(C)c3[nH]c2=O)C(=O)C2CCCO2)cc1 (stereo not given)
  -31.6 | i
- Cc1ccc(Cl)c(OCC(=O)OCC(=O)c2ccc[nH]2)c1
  -9.7 | /
- CCc1ccc(OCc2cnc(Cl)s2)cc1
  10.9 | i
- CC(C)[C@H](NC(=O)C1CCN(C(=O)[C@H](Cc2ccccc2)NC(=O)OC(C)(C)C)CC1)C(=O)O
  -0.5 | i
- COc1ccc(S(=O)(=O)Nc2ccc3ccccc3c2)cc1C
  36.0 | i
- COc1ccc(N2C(=NC(=O)C3CCCCC3)SC3CS(=O)(=O)CC32)c(OC)c1 (stereo not given)
  -16.7 | i
- Cc1ccc(NC(=O)c2cnn(C)c2)cc1[N+](=O)[O-]
  -7.8 | i
- Cc1cccc(NC(=O)NC(=O)c2ccccc2)n1
  -7.8 | i
- CCc1ccccc1NC(=O)[C@@H]1CCC(=O)N1C1OC(=O)c2c1ccc(OC)c2OC (stereo not given in full)
  -5.4 | i
- Cc1ccc(SCCSc2ncccn2)cc1
  -8.2 | i
- COC(=O)Cc1ccc(NC(=S)N2CCN(c3cccc(O)c3)CC2)cc1
  -3.0 | i
- COc1cc(C=O)ccc1Oc1ccc(S(=O)(=O)N2CCOCC2)cc1[N+](=O)[O-]
  -1.6 | /
- Cc1cc(C)n(CCCNC(=O)C2CCC(=O)N(CCc3ccc(Cl)cc3)C2)n1 (stereo not given)
  -13.5 | i
- Cc1ccccc1S(=O)(=O)N1[C@@H](c2ccccc2)C(C(=O)O)=CC[C@H]1c1ccc(Cl)cc1
  7.1 | i
- CCOC(=O)Cc1csc(NC(=O)c2ccc([N+](=O)[O-])cc2[N+](=O)[O-])n1
  -25.0 | i
- c1ccc2c(c1)ncn2CCN1CCCCC1
  -11.4 | i
- O=C(NCC1CCCCC1)c1cccc(-c2ccc(O)cc2)c1
  2.1 | i
